Hsp90 Hop PPI: changes Hsp90-Hop TPR2A binding signal, up or down | AlphaScreen TPR2A-His6 binding biotin-Hsp90 C-terminal peptide | Potency, µM (top dose mostly 57 µM), for inactives: at the highest dose activity change, negative = inhibition | actives 0.44% (n = 71,000); active = well fitted curve in either direction with a large enough effect; inconclusive = small, poorly fitted or top-dose-only effect, or another doubt; also: potency is read from the fitted curve at half-maximal effect; % is scaled to controls: 0 for no effect and ±100 for the full control effect; many of its hits are not listed in these tables
Fluorescein fluor: compound fluoresces in the fluorescein spectral region | Compound autofluorescence, 480/540 nm, fluorescein-equivalent; active compounds read high | max fluorescein-equivalent concentration, M | actives 0.91% (n = 59,000); in the data active = max fluorescein-equivalent concentration above about 10 nM; inconclusive = between about 1.1 nM and that limit
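In this qHTS profile, compound fluorescence was measured with a 480 nm/540 nm filter pair following a 15-min room-temperature incubation in 100 mM Tris (pH 8.0). A six-point fluorescein series on each plate served for normalization.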
ALOX15 inhib: 15-hLO (ALOX15) enzyme inhibition; purified 15hLO-1, xylenol orange hydroperoxide absorbance; Potency, µM (top dose mostly 57.1 µM), for inactives: at the top dose activity change, negative = inhibition, usual class: inhibitors; actives 1.4% (n = 74,000); AID 887; also: potency is read from the fitted curve at half-maximal effect; % is scaled to controls: 0 for no effect and ±100 for the full control effect; nearly all actives have a fitted effect of over 55% in size
Target sequence (P16050 whole entry, looked up): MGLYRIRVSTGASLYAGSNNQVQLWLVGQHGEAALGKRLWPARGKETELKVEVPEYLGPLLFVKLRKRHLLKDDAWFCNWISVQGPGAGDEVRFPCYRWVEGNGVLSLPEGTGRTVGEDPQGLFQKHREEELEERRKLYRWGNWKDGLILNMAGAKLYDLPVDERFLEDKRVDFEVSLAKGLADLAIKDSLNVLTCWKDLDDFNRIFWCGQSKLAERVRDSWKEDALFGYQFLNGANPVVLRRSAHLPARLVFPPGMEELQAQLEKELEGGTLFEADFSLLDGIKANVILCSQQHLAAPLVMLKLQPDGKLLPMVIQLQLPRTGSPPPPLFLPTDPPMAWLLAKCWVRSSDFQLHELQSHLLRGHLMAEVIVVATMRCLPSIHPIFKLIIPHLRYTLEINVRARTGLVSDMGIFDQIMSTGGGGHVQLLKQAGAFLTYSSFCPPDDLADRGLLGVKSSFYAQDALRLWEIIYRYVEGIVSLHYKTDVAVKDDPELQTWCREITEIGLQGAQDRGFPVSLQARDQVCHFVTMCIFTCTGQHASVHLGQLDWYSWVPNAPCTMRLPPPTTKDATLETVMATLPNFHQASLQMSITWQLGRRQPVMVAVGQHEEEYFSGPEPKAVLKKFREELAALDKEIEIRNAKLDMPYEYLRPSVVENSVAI
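Compounds were preincubated 15 min at room temperature with 40 nM purified human enzyme (25 mM Hepes pH 7.5, 0.01% Triton X-100); 50 uM arachidonic acid reacted 6 min. Fe-xylenol orange detection, 30 min, absorbance ratio 573/405 nm.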
Ub-GFP proteasome: inhibits proteasome, raising ubiquitin-GFP reporter fluorescence. Potency, µM (highest dose often 45.9 µM), for the others: top-dose activation (GFP accumulation), usual class: activators. 67,000 tested, under 10 active. Ubiquitin-GFP reporter cells, proteasome inhibition, GFP fluorescence; response scale: untreated = 0%, 10 µM MG-132 = 100%; active = well fitted activation curve with a large enough effect, not every such curve was filed as active; inconclusive = small, poorly fitted or top-dose-only effect, or another doubt; inactive = no such curve, though single readings can be large or run the other way; also: potency is read from the fitted curve at half-maximal effect
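U2OS Ub(G76V)-GFP reporter; O/N plating, 0.5% FBS; cpd 46 uM–2.9 nM, 4 h, 37 °C; GFP+ cell count, 488/515 nm; norm. to basal vs 10 uM MG-132; CRC fit.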
HADH2 inhib: inhibitors of human HADH2 dehydrogenase. recombinant HADH2, NADH fluorescence, beta-hydroxybutyryl-CoA. Q99714. Potency, µM (highest dose often 57.1 µM), for inactives: top-dose activity change, negative = inhibition, usual class: inhibitors. actives 3.4% (n = 73,000); also: potency is read from the fitted curve at half-maximal effect; % is scaled to controls: 0 for no effect and ±100 for the full control effect; nearly all actives have a fitted effect of over 60% in size; many of its hits are not listed in these tables
Target sequence (Q99714 whole entry, looked up, one chain of several): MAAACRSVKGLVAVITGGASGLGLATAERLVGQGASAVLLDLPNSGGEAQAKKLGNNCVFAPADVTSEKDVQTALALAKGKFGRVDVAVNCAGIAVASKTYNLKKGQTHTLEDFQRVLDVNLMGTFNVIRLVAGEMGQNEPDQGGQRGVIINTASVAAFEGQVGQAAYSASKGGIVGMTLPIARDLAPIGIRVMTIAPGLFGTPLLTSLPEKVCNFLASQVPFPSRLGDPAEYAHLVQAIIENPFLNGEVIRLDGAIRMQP
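Buffer 100 mM Tris-HCl pH 9.0/0.01% Tween-20; HADH2 20 nM; NAD+ 1 mM; beta-hydroxybutyryl-CoA 90 uM (all final). 15 min cpd preincubation, RT.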
4MU fluor: compounds fluorescent in 4-MU spectral region; max dye-equivalent concentration, M; compound autofluorescence, 340/450 nm, 4-MU equivalents; active compounds read high; actives 11% (n = 59,000); in the data active = max dye-equivalent concentration above about 10 nM; inconclusive = mostly about 1.1 nM to 9.6 nM
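Intrinsic fluorescence at 340/450 nm (ex/em) was read after 15 min at room temperature in pH 8.0, 100 mM Tris. Each compound concentration expressed as 4-MU-equivalent concentration from a six-point 4-MU standard series on each plate.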
TexasRed autofl: compound fluoresces in the Texas Red spectral region | Compound fluorescence, Texas Red channel, 547/618 nm; active compounds read high | max dye-equivalent concentration, M | actives 0.06% (n = 59,000); in the data active = max dye-equivalent concentration above about 10 nM; inconclusive = between about 1.1 nM and that limit
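Pin-transferred compounds and Texas Red standards go into 100 mM Tris buffer, pH 8.0. After 15 min at room temperature, plates are imaged with 547/618 nm filters. Each value is a dye-equivalent concentration derived from the per-plate dye curve.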
HBB splice mod: hemoglobin beta splicing modulation. Potency, µM (series often up to 46.1 µM), without a hit: top-dose activation, hits mostly activators. HBB splicing reporter cell assay, activation; EGFP reporter with mutant IVS2-654 intron; response scale: normalised to 500 nM splice-correcting PNA. actives 0.06% (n = 65,000); also: potency is read from the fitted curve at half-maximal effect; 0% is about no effect
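Compounds were applied for 2 days to HeLa EGFP-654 cells, 500/well in Optimem with 2% FCS. The reporter's EGFP is disrupted by mis-splicing of beta-globin intron IVS2-654. Readout: summed well GFP fluorescence from 488 nm laser scanning; reference was 500 nM antisense […] 654 PNA.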
Rhodamine autofl: rhodamine region autofluorescence; Rhodamine-region fluorescence, 547/598 nm, Tris buffer; active compounds read high; max dye-equivalent concentration, M; actives 0.05% (n = 59,000); in the data active = max dye-equivalent concentration above about 11 nM; inconclusive = between about 1.1 nM and that limit
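Compounds in 100 mM Tris buffer, pH 8.0, were incubated 15 min at room temperature, then read at 547 nm excitation and 598 nm emission. Fluorescence was normalized against a per-plate six-point rhodamine standard curve as dye-equivalent concentration.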
Epigenetic mod: epigenetic GFP locus derepression in mouse cells; mouse C127i GFP locus derepression, cytometry, 30 h; Potency, µM (titrated, usually from 46.1 µM), without a hit: at the top dose GFP derepression (activation); actives 0.09% (n = 68,000); also: % of control where 0% means no effect
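Murine C127i mammary cells carrying a silenced, stably integrated CMV-driven GFP reporter were treated with compound for 30 hours at 37 C. After PBS washes, GFP-positive cells were counted by laser-scanning microplate cytometry.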
DNA Pol III inh: blocks replication by bacterial DNA polymerase III holoenzyme; reconstituted DNA polymerase III holoenzyme replication, biochemical; Potency, µM (highest dose often 57.1 µM), without a hit: at the highest dose activity change, negative = inhibition; actives 0.25% (n = 71,000); also: potency is read from the fitted curve at half-maximal effect; % is scaled to controls: 0 for no effect and ±100 for the full control effect
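Reconstituted *E. coli* holoenzyme (0.35 nM Pol III, 1 nM beta, 154 nM SSB, 2 nM primase) was preincubated with compound for 15 min at RT. Synthesis on 1.4 nM ssM13Gori ran 35 min, then was stopped with PicoGreen/EDTA and read as dsDNA fluorescence.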
* marks the source's active call; other numbers are inactive results; i = inactive; ? = inconclusive; . = no result given; ! = a repeat was not active; [ ] = remark or other dose. Unless noted, calls follow the shape of the dose curve; as a rule, active = well fitted curve in the direction sought with a large enough effect; inconclusive = small, poorly fitted or top-dose-only effect, or another doubt; inactive = no such curve, though single readings can be large; an effect the other way counts as inactive or inconclusive.

The line under a structure holds: TexasRed autofl	ALOX15 inhib	Hsp90 Hop PPI	Epigenetic mod	4MU fluor	HADH2 inhib	DNA Pol III inh	Fluorescein fluor	Ub-GFP proteasome	Rhodamine autofl	HBB splice mod
1	COC(=O)N/C(C)=C1/NC(=O)c2ccccc2C(c2ccccc2)N1 (stereo unspecified)
 : ?	11%	-4%	1%	i	-10%	-2%	?	-3%	i	0.0%[57.5 µM]
2	CC1(C(=O)CSc2nc3ccccc3[nH]2)CCC(=O)O1 (stereo unspecified)
 : i	.	.	2%[20.6 µM]	i	.	.	i	.	i	.
3	CCCn1cc(SCC(N)=O)c2ccccc21
 : .	12%	-1%	.	.	-5%	-4%	.	7%	.	0.1%
4	O=C(Nc1cccc(F)c1)N1CCC2(CC1)CCN(S(=O)(=O)c1ccccc1)CC2
 : i	-4%	1%	0%[9.22 µM]	i	10%	-3%	i	2%	i	7.7%
5	O=C(Cn1cnc2c(oc3ccccc32)c1=O)NCc1ccco1
 : i	2%	-4%	0%	?	4%	-6%	i	1%	i	11%[0.369 µM]
6	CN1C(C(=O)Nc2ccccn2)=C(O)c2ccccc2S1(=O)=O
 : i	?	-23%	19%[20.6 µM]	i	-7%	0%	1.2e-08M*!	-1%	i	-0.6%[20.6 µM]
7	C=CCn1c(SCC(=O)N2CCOCC2)nc(O)c(Cc2ccccc2)c1=O
 : .	-1%	1%	0%	.	1%	-7%	.	0%	.	1.9%[9.22 µM]
8	CCOC(=O)C1=C(C)NC(=O)NC1c1cccnc1 (stereo unspecified)
 : .	4%[11.4 µM]	-1%[11 µM]	-3%	.	-4%[11.4 µM]	3%[11.4 µM]	.	3%[9.17 µM]	.	-3.7%[0.0738 µM]
9	COc1cccc(-c2cc(NCc3ccc(OC)cc3OC)ncn2)c1
 : i	-20%	6%	6%[9.22 µM]	i	-12%	1%	i	1%	i	-0.5%
10	COc1cc(C(=O)Nc2nccs2)c(Br)c(OC)c1OC
 : i	-10%	-7%	-3%	i	-23%	0%	?	0%	i	-1.4%
11	CCCn1c(C)cc(=O)c2cc(NC(=O)c3ccccn3)ccc21
 : ?	9%	-1%	13%	i	-2%	-3%	i	-16%	i	-1.0%
12	CN1CCN(C(=O)c2c(O)c3cccc4c3n(c2=O)CC4)CC1
 : i	-24%	1%	0%	i	-5%	-3%	i	0%	i	-0.3%[57.5 µM]
13	O=C(Cn1nc(C(F)(F)F)c2c1CCC2)N1CCN(c2ccccc2)CC1
 : i	-16%	-4%	1%	i	3%	4%	i	-3%	i	.
14	N#C/C(C(=O)NCc1ccco1)=C1/SC(Cc2ccc(F)cc2)C(=O)N1c1ccccc1 (stereo unspecified)
 : i	.	.	-3%[20.6 µM]	i	.	.	i	.	i	.
15	COc1ccccc1NC(C)=O
 : .	3%	1%	-4%	.	-3%	-8%	.	-5%	.	-0.5%[9.22 µM]
16	CSCSC1=C(C#N)C(c2ccccc2Cl)C(C(C)=O)=C(C)N1 (stereo unspecified)
 : .	25µM*	23%	2%	.	.	-1%	.	-10%	.	-0.3%
17	O=C(O)c1cccc(N2C(=O)CSC2c2c(F)cccc2Cl)c1 (stereo unspecified)
 : i	11%	-2%	0%	i	-2%	-4%	i	0%	i	-1.8%
18	CC(=O)c1ccc(N2CCN(C(=O)c3cc4c(-c5ccccc5F)nn(C)c4s3)CC2)cc1
 : .	-20%	-6%	10%	.	-12%	0%	.	0%	.	-1.3%
19	CCc1cc2c(=O)c(Oc3ccccc3)c(C)oc2cc1O
 : .	-3%	-1%	-4%	.	25µM*	-4%	.	28%	.	-0.6%
20	O=C(O)CCCCCNc1nc2ncn(Cc3ccccc3)c2c(=O)[nH]1
 : ?	1%	-3%	2%	i	1%	-1%	i	5%	i	-6.1%[0.369 µM]
21	Cc1ccc(C2CC(C(F)(F)F)n3nc(C(=O)NCc4ccco4)cc3N2)cc1 (stereo unspecified)
 : i	-4%	-3%	-2%	i	13%	-5%	?	-3%	i	.
22	O=C(Nc1ccccc1)N1CCC2(CC1)CCN(C(=O)c1ccco1)CC2
 : i	-13%	1%	0%[9.22 µM]	i	-5%	1%	?	-3%	i	3.9%
23	COCCCn1c(SCC(=O)NC2CCCC2)nnc1-c1ccco1
 : ?	1%	-1%	-3%	i	4%	1%	i	4%	i	.
24	C/C(Cl)=C\Cn1c(=O)c2c(nc3n2CCS3)n(C)c1=O
 : i	9%	-6%	-2%	i	1%	-6%	i	.	i	-3.1%[0.369 µM]
25	O=C(NC1CCCC1)c1c[nH]c2ccc(F)cc2c1=O
 : i	-10%	-3%	0%	i	-11%	3%	?	-5%	i	-0.3%[57.5 µM]
26	CSc1ccc(S(=O)(=O)Nc2c(C)cccc2C)cc1
 : ?	-25%	1%	-2%	i	0%	4%	?	-5%	i	0.8%
27	Cn1c(=O)c2c(nc(N3CCCCC3)n2CCNC2=NCCC2)n(C)c1=O
 : i	-1%	-10%	0%	4.2e-08M*	-14%	-2%	i	2%	i	-2.1%
28	CCCS(=O)(=O)N1CCCC(C(=O)NCCCN2CCCC2=O)C1 (stereo unspecified)
 : i	-4%	-4%	4%	i	4%	6%	i	5%	i	-0.6%
29	O=C(OCCN(C1=NS(=O)(=O)c2ccccc21)c1ccc(Cl)cc1)c1ccco1
 : .	-20%	-13%	0%	.	?	-12%	.	-1%	.	-6.4%
30	Cc1cccc(-c2nc(CN3CCCC(C(=O)NC4CCCC4)C3)c(C)o2)c1 (stereo unspecified)
 : ?	-10%	-3%	-1%	i	2%	-2%	i	6%	i	-0.1%
31	C=CCN=c1sc(C(=O)OC)cc(=O)n1CC=C
 : i	?	0%	0%	i	-19%	0%	i	2%	i	6.2%
32	Cc1nc(N2CCC(C)CC2)c2c(C)c(C(=O)O)sc2n1
 : i	2%	-3%	-3%	i	0%	-4%	i	3%	i	-0.9%
33	Cc1ccccc1OC(C)C(=O)NC1CCCC1 (stereo unspecified)
 : i	1%	-5%	3%	i	3%	0%	i	-2%	i	0.2%
34	COc1ccc(-c2ccc(=O)n(CC(=O)Nc3cccc(O)c3)n2)cc1OC
 : i	?	-1%	-1%	i	7%	-1%	?	-1%	i	.
35	CCN(CC)CCCN(C(C)=O)c1nc(-c2cc(OC)ccc2OC)cs1
 : ?	11%	-6%	4%	i	12%	1%	?	-1%	i	0.1%[57.5 µM]
36	COc1ncc2nc(-c3cccc(C#N)c3)c(=O)n(CCC#N)c2n1
 : i	5%	-5%	5%[9.22 µM]	?	34%[activator]	-9%	i	3%	i	-0.9%
37	COc1cc(OC)cc(C(=O)NCCSCc2ccco2)c1
 : i	5%	-5%	3%	i	-3%	1%	i	-3%	i	-0.6%
38	Cc1c(C)c2cc(Cl)c(O)c(CN3CCN(C)CC3)c2oc1=O
 : i	.	.	0%[20.6 µM]	1.2e-05M*	.	.	i	.	i	.
39	COCc1[nH]nc2c1C1(CCSCC1)C(C#N)=C(N)O2
 : i	5%	-4%	-4%	i	11%	-1%	?	-7%	i	1.2%
40	CN(C)c1ncc2nc(-c3cc(F)cc(F)c3)c(=O)n(Cc3ccc(F)cc3)c2n1
 : i	20%	-4%	-3%[9.22 µM]	?	2%	-10%	?	1%	i	-1.0%

Printed as active in HADH2 inhib (from the list above):
no.	SMILES	TexasRed autofl	ALOX15 inhib	Hsp90 Hop PPI	Epigenetic mod	4MU fluor	HADH2 inhib	DNA Pol III inh	Ub-GFP proteasome
19	CCc1cc2c(=O)c(Oc3ccccc3)c(C)oc2cc1O	.	-3%	-1%	-4%	.	25µM*	-4%	28%

Further records follow:
The line under a structure holds: TexasRed autofl	ALOX15 inhib	Hsp90 Hop PPI	Epigenetic mod	4MU fluor	HADH2 inhib	DNA Pol III inh	Fluorescein fluor	Ub-GFP proteasome	Rhodamine autofl	HBB splice mod
41	COc1ccc2c(c1)CCc1c(C(=O)NCc3cccnc3)noc1-2
 : ?	-13%	-8%	-2%	i	78%[activator]	-6%	?	6%	i	-2.9%
42	Cc1cc(C)nc(N(C#N)CCOc2ccccc2)n1
 : i	7%	1%	-5%	i	8%	-1%	i	-2%	i	-0.6%
43	COc1ccc(CCNC2CCN(C)CC2)cc1OC
 : ?	0%	-5%	-1%	i	16%	-3%	i	0%	i	0.1%[57.5 µM]
44	Nc1nc(Cl)nc2c1ncn2[C@@H]1O[C@@H](CO)[C@@H](O)[C@H]1O
 : i	7%	-7%	-2%	i	7%	-2%	?	0%	i	-0.3%
45	CCCc1cc(=O)oc2cc(OCC(=O)Nc3cc(C)on3)ccc12
 : i	9%	0%	3%	4.2e-07M*	6%	0%	?	-1%	i	-0.4%[57.5 µM]

Source: PubChem

Not all compounds are listed; the hit share may differ from the screen's.
